STAT1 inh: reduces IFN-gamma driven STAT1 reporter signal. NIH 3T3 STAT1-luciferase reporter, luminescence. inhibition, % at 5.5 µM. 200,000 compounds, 0.35% hits. AID 920;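 active means inhibition above a set limit, the mean inhibition across all tested compounds plus 3 SD, cut at about 34% in these data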;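 further: 0% = IFN-gamma with DMSO and 100% = IFN-gamma with 300 µM nifuroxazide; values of inactives mirror those of a sister screen read the other way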
Hsp70 activator: Hsp70 transcriptional activation, primary screen; HeLa Hsp70 promoter luciferase reporter, luminescence; scaled: vehicle 0, proteasome-inhibitor control 100%; activation, % at 10 µM; 200,000 compounds, 0.04% hits;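 active means activation above the mean across all tested compounds plus 3 SD, cutoff set per campaign, cut at about 5.5% in these data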;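 further: 100% = MG132 at 30 µM as the positive control and 0% = DMSO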
Diaph act CS: counter-screen for diaphorase-based assays: diaphorase activators and chemical reducers | Diaphorase/resazurin coupled assay, resorufin fluorescence, 16 min; stronger effect = higher value; 1 = vehicle wells, 0 = NADH-free wells | activation factor at 20 µM | 190,000 compounds, 0.005% hits | AID 1229;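 active means diaphorase activity raised at least twofold by the compound at 20 µM; inactive means activation factor below 2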
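Material: purified diaphorase enzyme from Clostridium kluyveri; Also added: 0.114 mM NADH and 0.1 mM resazurin, final amounts; Doses: single compound dose of 20 µM, 1% DMSO final; Times: 16 min enzyme reaction, ambient temperature; Detection: resorufin fluorescence, excitation 544 nm, emission 590 nm; Measure: increased resorufin signal from activators or reducing compounds.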
G6PDH counter: counter-screen for G6PDH assay hits: L. mesenteroides G6PDH inhibition; Purified L. mesenteroides G6PDH, diaphorase/resazurin coupled fluorescence, 45 min; AID 1020; inhibition, % at 5 µM; 200,000 compounds, 0.12% hits; in the data active means inhibition above about 50%
STAT1 act: activators of IFN-gamma induced STAT1 signaling; 200,000 compounds, 2.6% hits; activation (% of control), % at 5.5 µM; NIH 3T3 STAT1-luciferase reporter, luminescence; 100% = IFN-gamma alone, no compound;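 active means activation above the screen-wide mean activation plus 3 SD, cut at about 130% in these data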;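 further: raw ratio to IFN-gamma control signal so 100% means no change and 0% no light; values of inactives mirror those of a sister screen read the other way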
Diaphorase inh: counter-screen for diaphorase-based assays: diaphorase inhibitors and chemical oxidizers. diaphorase resazurin-to-resorufin fluorescence, NADH, 16 min; bacterial (C. kluyveri) enzyme, not human. inhibition, % at 20 µM. 190,000 compounds, 0.69% hits;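 active means primary screen inhibition at 20 µM above a set limit, cut at about 50% in these data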;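 further: plate controls were DMSO with full reaction for no effect and wells lacking NADH for full effect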
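Benchmarks: positive control wells lacking NADH, neutral wells with DMSO only. System: bacterial diaphorase enzyme (C. kluyveri). Input: 0.14 U/mL diaphorase, enzyme working solution. Detection: resorufin fluorescence, excitation 544 nm, emission 590 nm. Times: 16-min room-temperature incubation before reading.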
STAT3 inh: STAT3 signaling inhibition; U3A cells, IL-6 STAT3-luciferase reporter, luminescence; host cell line lacks STAT1; inhibition, % at 5.5 µM; 190,000 compounds, 0.89% hits;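 active means inhibition above the mean inhibition across all screened compounds plus 3 SD, cut at about 44% in these data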;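 further: 0% = DMSO only wells and 100% = 100 µM nifuroxazide control wells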
APP 5UTR inh: APP translation inhibition. SH-SY5Y APP 5'UTR-luciferase reporter, luminescence. inhibition, % at 2 µM. 190,000 compounds, 0.82% hits. AID 1285;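 active means inhibition above a set limit, derived from the sample mean plus 3 SD, cut at about 45% in these data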; further: values of inactives mirror those of a sister screen read the other way
TLR4 MyD88 comp: blocks binding of human TLR4 to MyD88; O00206+Q99836; HeLa CL3-4 TLR4/MyD88 BLA complementation, FRET ratio; inhibition, % at 8.4 µM; 200,000 compounds, 0.18% hits; AID 861; in the data active means inhibition above about 25%;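 further: 0% = vehicle and 100% = reference inhibitor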
Target sequence (O00206 whole entry, looked up): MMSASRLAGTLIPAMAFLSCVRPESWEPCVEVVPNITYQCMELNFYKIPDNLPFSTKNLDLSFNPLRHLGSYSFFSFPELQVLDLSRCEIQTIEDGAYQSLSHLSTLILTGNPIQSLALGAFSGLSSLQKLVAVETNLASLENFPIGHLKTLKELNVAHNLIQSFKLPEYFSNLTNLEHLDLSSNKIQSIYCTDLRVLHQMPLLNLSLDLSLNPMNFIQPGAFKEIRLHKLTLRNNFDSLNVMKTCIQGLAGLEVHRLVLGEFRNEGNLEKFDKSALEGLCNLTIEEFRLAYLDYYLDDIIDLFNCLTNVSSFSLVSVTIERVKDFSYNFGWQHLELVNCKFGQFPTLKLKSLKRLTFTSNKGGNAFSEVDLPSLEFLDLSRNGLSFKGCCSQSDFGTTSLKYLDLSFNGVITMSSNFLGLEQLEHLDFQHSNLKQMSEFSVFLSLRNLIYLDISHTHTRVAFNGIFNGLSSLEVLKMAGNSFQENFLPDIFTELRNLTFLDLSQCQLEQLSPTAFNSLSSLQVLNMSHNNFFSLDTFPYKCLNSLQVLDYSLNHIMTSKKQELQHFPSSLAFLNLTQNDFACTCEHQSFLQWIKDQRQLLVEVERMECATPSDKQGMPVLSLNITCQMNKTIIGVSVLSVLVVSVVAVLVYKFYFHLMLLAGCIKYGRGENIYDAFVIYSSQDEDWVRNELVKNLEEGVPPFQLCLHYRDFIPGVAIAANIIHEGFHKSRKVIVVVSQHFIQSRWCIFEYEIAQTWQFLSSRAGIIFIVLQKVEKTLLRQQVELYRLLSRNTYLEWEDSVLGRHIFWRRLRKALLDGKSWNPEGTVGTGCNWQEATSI
Target sequence (Q99836 whole entry, looked up): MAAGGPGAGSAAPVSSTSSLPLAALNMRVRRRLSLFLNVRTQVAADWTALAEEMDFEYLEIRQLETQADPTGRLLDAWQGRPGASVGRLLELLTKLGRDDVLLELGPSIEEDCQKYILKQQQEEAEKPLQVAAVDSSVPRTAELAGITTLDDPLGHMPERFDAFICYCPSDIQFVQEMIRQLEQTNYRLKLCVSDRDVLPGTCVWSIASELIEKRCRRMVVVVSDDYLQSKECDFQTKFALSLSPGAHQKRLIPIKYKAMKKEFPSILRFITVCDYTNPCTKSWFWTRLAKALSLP
STAT3 act: activators of IL-6 induced STAT3 signaling | 190,000 compounds, 0.91% hits | activation (% of control), % at 5.6 µM | AID 871 | U3A cells, IL-6 STAT3-luciferase reporter, luminescence; 100% = signal with IL-6 EC80 alone;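 active means activation above the screen-wide mean of compound activation plus 3 SD, cut at about 130% in these data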;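 further: 0% = background luminescence of wells with medium and substrate only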
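Detection: reporter luminescence signal / Assay system: STAT1-lacking human U3A cells, STAT3 luciferase reporter / Incubation: compound pre-incubation 1 h before IL-6, then 6 h stimulation at 37 °C / Control set: IL-6-only high control / Read-out: % activation relative to IL-6 control / Probe or stimulus: Interleukin-6, 33 ng/mL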
* marks the source's active call; other numbers are inactive results.

no.	SMILES	STAT1 inh	Hsp70 activator	Diaph act CS	G6PDH counter	STAT1 act	Diaphorase inh	STAT3 inh	APP 5UTR inh	TLR4 MyD88 comp	STAT3 act
1	CCS(=O)(=O)N1CCC(NC(=O)c2cc(OC)cc(OC)c2)CC1	11	-0.1	0.9	-2	90	11	3	-5	-20	98
2	COc1cc(CNC2CCC(C)C2)cc(OC)c1 (centres undefined)	-2	0.0	0.9	1	102	14	2	13	-2	102
3	Cc1nc(=S)c2ccccc2[nH]1	11	0.1	1	6	90	0	2	-2	-5	104
4	COc1ccc(-c2cc(C(=O)NCCc3ccccc3)no2)cc1OC	-3	-0.2	1	15	103	4	12	-2	1	93
5	CCCCN(C)/C=N/c1c(C#N)cnn1-c1ccc(C)cc1	6	-0.3	0.9	-2	94	10	10	-7	-13	95
6	CCOC(=O)c1cccc(NC(=O)CCc2nc(-c3ccccc3F)no2)c1	6	-0.1	0.8	0	94	24	12	-2	4	92
7	CC1CCc2nc3ccc(S(=O)(=O)N4CCC(C(=O)NC5CCCC5)CC4)cc3c(C(=O)O)c2C1 (centres undefined)	4	0.0	0.9	12	96	11	-16	-16	-16	117
8	Cc1[nH]n(CCC#N)c(=O)c1CC(=O)N1CCN(c2ccccc2)CC1	-2	-0.2	0.9	5	102	12	-4	9	15	107
9	O=C(NC1CCCCC1)C1CC(=O)N(CCc2ccccc2)C1 (centres undefined)	1	-0.1	1.1	3	99	-11	7	2	4	101
10	CC1CCN(S(=O)(=O)N2CCC(C(=O)NCCN3CCOCC3)CC2)CC1	2	-0.4	0.9	10	99	13	12	3	3	94
11	NC(=S)Nc1cnc2ccccc2c1	-5	0.1	0.8	12	104	17	-1	-33	1	105
12	O=C(c1cc2ccccc2oc1=O)N(Cc1ccco1)Cc1cccs1	-3	-0.5	0.9	4	103	10	9	-17	0	98
13	CCOc1ccccc1NC(=O)c1ccc(Cl)c(NC(=O)CC(c2ccccc2)c2ccccc2)c1	2	0.1	0.8	-1	99	20	21	-5	9	89
14	CCN(CC)Cc1cc2ccccc2c2c1COC2	3	0.1	0.9	8	97	9	2	-42	15	102
15	Cc1cc(C)cc(NC(=S)NCCN(C2CCCCC2)C2CCCC2)c1	12	-0.3	0.9	4	87	14	2	-26	-2	106
16	COc1ccc2[nH]c3c(=S)nc[nH]c3c2c1	-4	-0.4	0.7	6	103	26	19	-12	-10	88
17	CC(=O)NCCc1ccc(S(=O)(=O)N2CCOCC2)cc1	2	-0.2	1	2	98	1	4	6	-4	99
18	CCOC(=O)CSC1=C(C#N)C(c2sccc2C)C(C(C)=O)=C(C)N1 (centres undefined)	9	0.0	0.8	4	92	18	3	11	1	101
19	Cc1ccc(-c2cc(C(F)(F)F)n3nc(C(=O)NCCCn4ccnc4)cc3n2)cc1C	-1	0.5	1	-52	101	-2	7	-1	4	98
20	Fc1ccccc1NC(=S)N1CCN(c2ccccn2)CC1	-9	-0.2	0.9	13	108	14	6	3	-1	98
21	Cc1ccccc1NC(=O)C(NC1CCCCC1)C(C)C (centres undefined)	0	-0.4	0.8	0	98	18	1	-25	-12	101
22	CN(C)S(=O)(=O)c1ccc(C(=O)Oc2ccccc2)cc1	0	-0.4	0.8	-1	95	16	13	-13	11	91
23	O=C(Nc1nnc(C2CC2)o1)c1ccc(S(=O)(=O)N2CCc3ccccc3C2)cc1	1	-0.2	0.8	-2	98	18	-2	-8	-21	107
24	CC(NC(=O)Cc1ccccc1)C(c1ccccc1)N1CCOCC1 (centres undefined)	9	-0.4	0.9	2	91	10	-8	24	7	108
25	N#C/C(=C\c1cn(CCOc2ccccc2F)c2ccccc12)C(=O)NCc1cccs1	-4	-0.1	0.8	-12	103	17	-8	7	-12	105
26	CC(C)(C)NC(=O)C(c1ccccn1)N(C(=O)C1CSC(=O)C1)c1cccc(F)c1 (centres undefined)	5	-0.3	0.9	4	93	8	7	-23	-9	102
27	Cc1ccc(-n2c(C)cc(C(=O)OCC(=O)N(CC(C)C)C3CCS(=O)(=O)C3)c2C)cc1 (centres undefined)	-1	0.7	1	7	101	0	-3	14	-4	104
28	CC1CCc2nn(CC(=O)NCCN3CCOCC3)cc2C1 (centres undefined)	-2	0.0	0.8	-2	101	17	11	9	-12	95
29	COc1cc(/C=N/O)ccc1OCc1ccc(Cl)cc1	-59	0.0	1.1	17	155*	-11	22	-191	11	85
30	C=CCc1c(C)nc(SCC(=C)C)[nH]c1=O	3	-0.2	0.9	12	97	7	-1	-17	5	108

Overlap with the part before: five compounds, then new ones.
no.	SMILES	STAT1 inh	Hsp70 activator	Diaph act CS	G6PDH counter	STAT1 act	Diaphorase inh	STAT3 inh	APP 5UTR inh	TLR4 MyD88 comp	STAT3 act
26	CC(C)(C)NC(=O)C(c1ccccn1)N(C(=O)C1CSC(=O)C1)c1cccc(F)c1 (centres undefined)	5	-0.3	0.9	4	93	8	7	-23	-9	102
27	Cc1ccc(-n2c(C)cc(C(=O)OCC(=O)N(CC(C)C)C3CCS(=O)(=O)C3)c2C)cc1 (centres undefined)	-1	0.7	1	7	101	0	-3	14	-4	104
28	CC1CCc2nn(CC(=O)NCCN3CCOCC3)cc2C1 (centres undefined)	-2	0.0	0.8	-2	101	17	11	9	-12	95
29	COc1cc(/C=N/O)ccc1OCc1ccc(Cl)cc1	-59	0.0	1.1	17	155*	-11	22	-191	11	85
30	C=CCc1c(C)nc(SCC(=C)C)[nH]c1=O	3	-0.2	0.9	12	97	7	-1	-17	5	108
31	Cc1cc(C)n(CC(C)NCc2cn[nH]c2-c2cccc3ccccc23)n1 (centres undefined)	-1	-0.3	0.9	4	100	11	3	0	-2	102
32	CCCOCCOC(=O)C1=C(C)NC(=O)NC1c1cc(Cl)c(O)c(OC)c1 (centres undefined)	8	-0.1	0.8	8	93	18	1	-7	9	102
33	O=C(Nc1ccc(Cl)c(C(F)(F)F)c1)c1ccco1	-11	0.4	0.9	-4	110	6	19	-8	1	87
34	COCCn1c(SC(C)C(=O)Nc2ccc(Cl)cn2)nnc1-c1ccncc1 (centres undefined)	9	-0.2	0.8	2	91	16	6	-19	7	102
35	CCOC(=O)C1(CCCc2ccccc2)CCN(Cc2cnc(C)s2)CC1	17	-0.1	0.9	12	83	8	-23	-3	12	122
36	CCOC(=O)C(C)/C(C)=N\Nc1ccc([N+](=O)[O-])cc1[N+](=O)[O-] (centres undefined)	24	-0.2	0.8	3	77	21	10	29	-12	95
37	C#CC(C)(C)NC(=O)c1sccc1Oc1ccc(F)cc1[N+](=O)[O-]	12	4.0	0.9	13	89	12	1	4	1	101
38	Cc1c(Cl)cccc1NC(=S)N1CCc2ccccc2C1	4	-0.5	0.9	1	95	7	12	-1	8	94
39	CC(C)(C)CC(=O)Nc1nnc(C(F)(F)F)s1	-3	-0.4	0.9	2	103	7	-2	-8	2	104
40	O=C(NCCN1CCCCC1)c1cc(OCC(F)(F)F)ccc1OCC(F)(F)F	8	0.1	0.9	-3	93	10	9	-9	15	95
41	COc1ccc(CCNC(=O)C2CC(=O)N(c3ccc(F)cc3)C2)cc1OC (centres undefined)	4	0.1	0.8	-7	97	17	2	2	-11	100
42	CCCS(=O)(=O)N1CCCC(C(=O)c2cccc(Cl)c2)C1 (centres undefined)	-1	-0.1	0.9	14	99	13	5	-28	-9	102
43	CC(=O)Nc1ccc(S(=O)(=O)N[C@@H](C)C(=O)Nc2ccc(N3CCOCC3)cc2)cc1	3	-0.2	0.9	4	97	10	4	0	0	100
44	Cc1ccc(C(C)C)c(OCC(O)CN2CCN(CCO)CC2)c1 (centres undefined)	0	0.9	1	5	100	2	5	-8	4	97
45	O=C(COC(=O)c1cc[n+]([O-])cc1)Nc1cccc(Cl)c1Cl	-10	-0.3	1	3	107	5	10	-17	2	97
46	O=C(CCC1CCCCC1)Nc1ccc(S(=O)(=O)Nc2nccs2)cc1	1	-0.1	0.8	9	99	20	-2	2	10	107
47	C[C@H](NC(=O)NCc1ccc(F)cc1)C(=O)O	6	0.0	1	-9	94	2	1	-17	-2	102
48	CC(=O)NC1C(=O)N=C(SCc2ccccc2)NC1=O (centres undefined)	-2	-0.4	0.9	2	105	9	-2	5	6	103
49	O=C(Nc1ccccc1F)c1ccc(Br)o1	-15	0.0	0.9	6	114	8	11	-7	-5	88
50	CN(CC(=O)Nc1ccccc1F)CC(=O)Nc1ccccc1Br	-2	-0.1	1	7	102	4	5	-1	-7	100
51	C=CCn1c(NC(=O)c2ccc(Br)o2)c(S(=O)(=O)c2ccccc2)c2nc3ccccc3nc21	-8	-0.1	0.8	20	108	18	5	4	6	99
52	Cc1ccc(NC(=S)NCc2ccccn2)cc1	-6	-0.2	0.9	-5	105	9	5	-30	-4	96
53	COCCNC(=O)c1onc(CSc2cc(C)ccc2C)c1C(=O)O	3	-0.4	1	2	97	3	7	5	-14	100
54	COc1ccc(Oc2coc3cc(OC(=O)c4cccs4)ccc3c2=O)cc1	-9	-0.4	0.8	2	108	17	-6	-10	3	105
55	Cc1cccc(N2CCN(C(=O)CCN3C(=S)NC(C)(C)CC3C)CC2)c1C (centres undefined)	0	0.4	0.8	-2	98	16	9	-17	0	99

Given with each value named: part of the list above
3) Cc1nc(=S)c2ccccc2[nH]1
  STAT1 inh = 11; Hsp70 activator = 0.1; Diaph act CS = 1; G6PDH counter = 6; STAT1 act = 90; Diaphorase inh = 0; STAT3 inh = 2; APP 5UTR inh = -2; TLR4 MyD88 comp = -5; STAT3 act = 104

4) COc1ccc(-c2cc(C(=O)NCCc3ccccc3)no2)cc1OC
  STAT1 inh = -3; Hsp70 activator = -0.2; Diaph act CS = 1; G6PDH counter = 15; STAT1 act = 103; Diaphorase inh = 4; STAT3 inh = 12; APP 5UTR inh = -2; TLR4 MyD88 comp = 1; STAT3 act = 93

Single records, from the list above. Order of screens: STAT1 inh | Hsp70 activator | Diaph act CS | G6PDH counter | STAT1 act | Diaphorase inh | STAT3 inh | APP 5UTR inh | TLR4 MyD88 comp | STAT3 act
Entry for `COc1ccc(Oc2coc3cc(OC(=O)c4cccs4)ccc3c2=O)cc1` → -9 | -0.4 | 0.8 | 2 | 108 | 17 | -6 | -10 | 3 | 105
Entry for `CCOC(=O)C1(CCCc2ccccc2)CCN(Cc2cnc(C)s2)CC1` → 17 | -0.1 | 0.9 | 12 | 83 | 8 | -23 | -3 | 12 | 122

Screening results deposited in PubChem by several laboratories.
